# Source: PubChem (The Scripps Research Institute Molecular Screening Center)
# MITF primary: MITF inhibitors, primary screen, biochemical, AlphaScreen, human. 650,000 tested, 0.91% active. inhibition, % at 2.6 µM. Microphthalmia-associated transcription factor (Homo sapiens), O75030. AlphaScreen MITF homodimerization, bead proximity signal; in the data active = inhibition above about 50%;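 also: 0% = vehicle wells with protein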
# TEAD-YAP block: TEAD-YAP interaction inhibition, primary screen, TEAD-YAP interaction inhibitor project, luminescence, HEK-TIYL cells | TEAD-Gal4/YAP UAS-luciferase luminescence | inhibition, % at 9.12 µM | 640,000 tested, 1.4% active | AID 1259422, 2018; in the data active = inhibition above about 32%;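 also: 0% = median of test compound wells and 100% = reference inhibitor wells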
# GPR151 ag: activators of human GPR151, primary screen, cell-based, PathHunter beta-arrestin, luminescence | PathHunter beta-arrestin GPR151 cells | G-protein coupled receptor 151 (Homo sapiens), Q8TDV0 | 650,000 tested, 1% active | activation, % at 11.2 µM; in the data active = activation above about 4.9%;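 also: 0% = median of compound wells and 100% = cells with positive control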
# Target sequence (Q8TDV0 whole entry, looked up): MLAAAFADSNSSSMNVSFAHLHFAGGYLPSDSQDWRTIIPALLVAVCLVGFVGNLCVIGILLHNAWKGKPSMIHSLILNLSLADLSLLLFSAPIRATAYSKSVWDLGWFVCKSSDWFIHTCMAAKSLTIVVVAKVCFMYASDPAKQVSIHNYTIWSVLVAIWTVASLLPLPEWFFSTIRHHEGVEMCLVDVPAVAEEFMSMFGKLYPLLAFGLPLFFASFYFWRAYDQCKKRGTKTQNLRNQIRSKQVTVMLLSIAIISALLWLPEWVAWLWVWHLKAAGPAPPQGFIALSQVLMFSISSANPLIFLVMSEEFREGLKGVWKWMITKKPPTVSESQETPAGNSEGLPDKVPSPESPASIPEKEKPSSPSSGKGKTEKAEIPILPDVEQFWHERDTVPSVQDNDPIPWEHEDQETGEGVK
# FBW7 activator: FBW7 E3 ligase activators, primary screen, biochemical, AlphaScreen, human; F-box/WD repeat-containing protein 7 (Homo sapiens), Q969H0; 650,000 tested, 0.13% active; AlphaScreen FBW7–phospho-cyclin E peptide binding, activator screen; normalized activity (activation), % at 26.1 µM; in the data active = normalized activity above about 1.9%;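 also: purified mutant Fbw7 with reduced substrate affinity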
# Target sequence (Q969H0 whole entry, looked up): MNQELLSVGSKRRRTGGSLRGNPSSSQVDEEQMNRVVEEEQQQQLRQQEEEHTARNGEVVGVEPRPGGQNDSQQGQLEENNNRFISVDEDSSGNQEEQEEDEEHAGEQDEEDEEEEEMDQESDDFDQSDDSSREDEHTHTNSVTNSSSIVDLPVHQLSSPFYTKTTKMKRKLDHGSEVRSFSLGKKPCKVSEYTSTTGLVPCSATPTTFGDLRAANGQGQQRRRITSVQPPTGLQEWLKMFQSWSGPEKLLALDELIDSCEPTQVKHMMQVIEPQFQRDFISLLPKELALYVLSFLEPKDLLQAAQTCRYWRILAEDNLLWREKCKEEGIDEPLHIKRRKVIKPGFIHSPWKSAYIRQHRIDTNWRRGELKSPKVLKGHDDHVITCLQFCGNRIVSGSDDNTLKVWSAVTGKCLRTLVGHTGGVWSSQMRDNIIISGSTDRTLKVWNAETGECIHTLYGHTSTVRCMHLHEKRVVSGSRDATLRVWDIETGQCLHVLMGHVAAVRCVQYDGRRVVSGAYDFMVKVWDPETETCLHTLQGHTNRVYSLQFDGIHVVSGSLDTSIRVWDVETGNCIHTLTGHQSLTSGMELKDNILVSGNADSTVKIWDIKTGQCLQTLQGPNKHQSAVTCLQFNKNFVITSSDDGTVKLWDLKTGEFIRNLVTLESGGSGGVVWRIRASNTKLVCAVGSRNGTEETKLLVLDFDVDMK
# An asterisk follows results filed as active; . = no result given.
SMILES,MITF primary,TEAD-YAP block,GPR151 ag,FBW7 activator
CCOc1ccc(CN2CCN(Cc3ccccc3)C(CCO)C2)cc1 (configuration not stated),-1.7,9.6,0.2,0.1
CCOC(=O)c1cc(Br)c(Cl)cc1[N+](=O)[O-],1.6,7.6,-0.1,0.1
CCOc1nn(CC)cc1-c1nnc(SCc2ccccc2F)n1CC,-13.8,-1.5,-0.7,0.4
COc1ccccc1C(=O)N1CCN2C(=O)CN(C)C(=O)[C@H]2C1,-3.3,-4.5,1.5,-0.2
CN1CCN(Cc2c(O)ccc3c(=O)c(Oc4ccc(-c5ccccc5)cc4)c(C(F)(F)F)oc23)CC1,13.3,-3.2,-0.9,0.1
COC(=O)c1cc(NC(=O)C2CCCCC2C(=O)O)cc(C(=O)OC)c1 (configuration not stated),10.9,5.5,-0.2,0.0
O=C1C(=O)N(CCN2CCOCC2)C(c2cccnc2)/C1=C(/O)c1ccc(F)cc1 (configuration not stated),3.7,10.3,0.3,0.0
CCOc1ccccc1NC(=O)c1cc(S(=O)(=O)N2CCCCCC2)ccc1F,-15.2,-14.2,-1.5,-0.2
CC1(C)CC(=O)C2=C(C1)OC1(O)C[C@H]2C2CO[C@@H]1O2,4.1,0.0,4.0,0.0
CCSc1nnc2c(n1)OC(/C=C/c1ccco1)Nc1ccccc1-2 (configuration not stated),0.7,-23.8,1.4,-0.2
Cn1nccc1Nc1nc(C(=O)NCc2cccnc2)cs1,-2.4,-2.9,5.3*,0.0
COC(=O)C1=C(C)N(c2ccccc2)/C(=C/c2ccc(OCc3ccccc3)cc2)C1=O,-8.7,6.7,0.2,-0.2
O=C(/C=C/c1ccc([N+](=O)[O-])cc1)NCCN1Cc2ccccc2C1=O,4.1,-1.5,-0.3,0.1
c1cnc2ccc(Nc3nccc(NCc4nc5ccccc5[nH]4)n3)cc2c1,-13.2,-38.3,0.3,0.1
CCC(SCC(=O)OC)C(=O)Nc1nnc(C(C)C)s1 (configuration not stated),4.2,3.4,-1.9,0.1
CCN(CC)C(=O)Cn1nc(C)n2c(cc3occc32)c1=O,3.4,5.9,-0.8,0.4
O=c1c2ccccc2nc(-c2ccccc2)n1-c1cccc2ccccc12,-4.9,-2.2,-0.4,0.0
COc1ccc(NS(=O)(=O)c2cc(NC(=O)CC(C)(C)C)ccc2N2CCCC2)cc1,0.8,-17.2,-1.8,-0.3
COc1ccc(CN2CCc3nnc(CCc4ccccc4)n3CC2)c(OC)c1,-13.7,1.5,-0.9,-0.3
CCCCOC(=O)C1=C(C)NC2=C(C(=O)CC(C)(C)C2)C1c1ccc(O)c(OCC)c1 (configuration not stated),-5.4,4.3,1.5,0.0
O=C(NC1CCN(Cc2ccccc2)CC1)c1cnc(NCc2ccc3c(c2)OCO3)s1,1.9,10.8,-1.1,-0.3
O=C1C2C(C(=O)N1c1ccccc1F)C1(c3ccccc3)C(=O)C2(c2ccccc2)C(c2ccccc2)=C1c1ccccc1 (configuration not stated),-17.2,-0.2,-0.6,-0.1
COc1ccc(-c2ccc(Nc3ccc(C(C)=O)cc3)nn2)cc1OC,22.5,-11.4,-0.2,0.9
COC(=O)c1cc(S(=O)(=O)N2CCN(c3cccc(C)c3C)CC2)c[nH]1,-10.1,-7.8,-2.4,0.1
Cc1nnsc1C(=O)N(C)c1ccccc1,-9.7,-2.4,8.2*,0.0

# Of the compounds above, these have an NH in an aromatic ring.
SMILES,MITF primary,TEAD-YAP block,GPR151 ag,FBW7 activator
c1cnc2ccc(Nc3nccc(NCc4nc5ccccc5[nH]4)n3)cc2c1,-13.2,-38.3,0.3,0.1
COC(=O)c1cc(S(=O)(=O)N2CCN(c3cccc(C)c3C)CC2)c[nH]1,-10.1,-7.8,-2.4,0.1

# Additional compounds follow:
SMILES,MITF primary,TEAD-YAP block,GPR151 ag,FBW7 activator
N#Cc1ccc(NC(=O)CSc2nc(N)c(C#N)cc2C#N)cc1,-17.5,0.9,-1.1,1.1
O=C1CCCc2c1[nH]c1c(Br)cccc21,-1.8,9.5,-0.1,0.0
O=C1OC(c2ccccc2F)=N/C1=C\c1ccc2c(c1)OCO2,-8.0,4.2,2.4,0.3
COc1ccccc1CNC(=O)COc1ccc(Cl)c(C)c1,1.8,-6.5,1.1,0.0
O=C(NCc1cccnc1)c1ccc2nc(NCc3ccc4c(c3)OCO4)sc2c1,-1.4,1.2,0.3,-0.2
Cc1ccc(C2C3=C(Nc4c2c(=O)n(C)c(=O)n4C)c2ccccc2C3=O)s1 (configuration not stated),4.8,7.6,0.3,-0.1
CC1(C)CC(=O)N(CC(=O)N2CCN(C(=O)c3ccco3)CC2)c2ccccc2S1,-2.8,1.9,0.4,0.0
CC(Oc1ccccc1)C(=O)N1CCc2nnc(CNC(=O)C3CC3)n2CC1 (configuration not stated),-7.5,-6.2,0.9,0.2
CCOC(=O)c1c(-c2ccccc2)oc2cc(Br)c(OCC#N)cc12,11.8,4.1,0.2,0.8
C=CCn1cc(Cl)c(=O)n(CC=C)c1=O,0.1,4.1,2.5,-0.1
CCCOc1ccc(/C(O)=C2\C(=O)C(=O)N(c3nc(C)c(C(=O)OCC)s3)C2c2cccc(Cl)c2)cc1C (configuration not stated),-1.6,6.4,-0.4,0.0
O=C(NCc1ccccc1)c1ccc2c(=O)n(Cc3ccccc3)c(SCc3cccc([N+](=O)[O-])c3)nc2c1,38.4,4.9,1.9,0.3
Cc1ccc(-c2ccccc2)n1Cc1ccc(C(=O)O)cc1,24.7,-6.8,2.6,0.0
O=C(COc1ccccc1CO)Nc1ccc(F)cc1,4.8,-11.9,-0.4,0.0
COc1cc(C2C(C#N)=C(N)N(c3ccc(F)cc3)C3=C2C(=O)CCC3)cc(OC)c1OC (configuration not stated),12.9,6.3,-0.8,0.4
CSc1ccc(/C=C(\C#N)c2nn(CCO)c(N)c2C#N)cc1,1.2,-21.8,0.5,-0.1
O=C(NN1CCOCC1)c1ccc(Cl)cc1Cl,0.6,-11.8,0.7,-0.1
CSc1cccc(C(=O)Nc2nc3c(s2)CN(Cc2ccccc2)CC3)c1,14.6,3.1,-1.1,-0.1
Cc1cc(Cl)ccc1OCC(=O)NCc1cccnc1,9.9,-4.4,-0.7,0.1
CC(C)(C)C(=O)Nc1ccc(NC(=O)C(C)(C)C)cc1,9.8,-12.5,-1.3,0.4
CC(C)(C)C(=O)Nc1ccc(NC(=O)c2cccc(F)c2)nc1,13.2,7.0,0.3,0.4
CCOc1cc(-n2nc(-c3ccccc3)cc2-c2ccccc2)ncn1,1.0,2.7,2.0,0.0
CCN(CC)Cc1c(O)ccc2cc(-c3ccc(OC)c(OC)c3)c(=O)oc12,3.9,-3.2,1.5,-0.1
Cc1oc2nc3c(c(=O)n(Cc4ccccc4)c(=O)n3C)n2c1C,15.8,4.2,2.1,0.5
CC(=O)N1CCc2cc(Br)cc(S(=O)(=O)CC(=O)NC3CCCC3)c21,5.5,4.7,0.2,-0.1

# Single entries from above:
# MITF primary with O=C(COc1ccccc1CO)Nc1ccc(F)cc1 stands at 4.8
# TEAD-YAP block with C=CCn1cc(Cl)c(=O)n(CC=C)c1=O stands at 4.1
# FBW7 activator with CCOC(=O)c1cc(Br)c(Cl)cc1[N+](=O)[O-] stands at 0.1
# FBW7 activator with N#Cc1ccc(NC(=O)CSc2nc(N)c(C#N)cc2C#N)cc1 stands at 1.1

# The list goes on.
SMILES,MITF primary,TEAD-YAP block,GPR151 ag,FBW7 activator
COc1ccc(OC)c(S(=O)(=O)Nc2ccc(OCC(=O)O)cc2)c1,1.8,8.6,0.7,0.1
CC1CC(C)CN(S(=O)(=O)c2cc(Br)cnc2N)C1 (configuration not stated),1.6,4.3,-1.2,-0.1
C[C@H]1NC(=O)[C@@H]2C[C@H](NC(=O)c3ccc(C(F)(F)F)cc3)CN2C1=O,-9.6,-2.7,-0.6,-0.1
CC1Cc2ccccc2N1S(=O)(=O)c1ccc(Br)cc1 (configuration not stated),-0.2,0.8,0.2,0.1
OCCN=c1cc(C(F)(F)C(F)F)oc2ccccc12,-0.7,0.9,0.4,-0.1
O=C1CC(N2CCSCC2)C(=O)N1c1ccc(Br)cc1 (configuration not stated),5.5,-2.4,-0.1,-0.1
O=C1/C(=C/c2ccc(-c3ccc(Cl)c(Cl)c3)o2)C=C(c2ccccc2)N1c1ccc(O)cc1,-3.6,0.9,-0.7,-0.3
CCOCCCn1c(SCc2cc(F)cc3c2OCOC3)nc2ccccc2c1=O,-6.6,-2.8,0.7,-0.1
O=C(Nc1cccc(N2CCC(NC3CCOC3)CC2)c1)C1CC1 (configuration not stated),-13.2,-0.8,0.4,-0.1
O=C(Cn1c(=O)oc2ccccc21)Nc1ccc2c(c1)OCO2,10.2,-17.2,-0.2,0.3
CC(C)OC(=O)Nc1ccc(Br)cc1,-10.4,-68.6,-2.5,0.0
CC(C)(C)NC1CC(=O)N(c2ccc3c(c2)OCO3)C1=O (configuration not stated),4.0,0.3,0.7,0.2
COc1ccccc1Nc1nc(Nc2ccccc2OC)nc(N2CCOCC2)n1,3.5,-2.0,3.8,-0.1
Cc1ccc(NS(=O)(=O)c2c[nH]c(=O)[nH]c2=O)cc1,7.0,-2.5,-1.7,-0.3
CC(=O)c1c(C)[nH]c(C(=O)NCc2ccc3c(c2)OCO3)c1C,12.2,-4.1,0.4,0.0
O=C(NCCC1=CCCCC1)C(Cc1ccc([N+](=O)[O-])cc1)N1C(=O)c2ccccc2C1=O (configuration not stated),-2.7,-10.6,-2.3,-0.2
Cc1nc2sccn2c1CN1CCC2(CC1)CC2C(=O)N1CCc2ccccc2C1 (configuration not stated),5.2,23.2,-0.9,-0.1
CCCCNC(=O)NC(Cc1ccccc1)C(=O)OC (configuration not stated),-2.2,7.1,-0.3,0.0
COc1ccc(F)cc1S(=O)(=O)N1CCCC(c2nnc(C)s2)C1 (configuration not stated),9.6,-2.5,1.3,0.0
CCc1ccc(NC(=O)c2sc3ncn(CC(=O)N(CC)CC)c(=O)c3c2C)cc1,-2.6,-25.3,-0.7,0.0
CC(NC(=O)C1CCN(C(=O)c2ccc([N+](=O)[O-])cc2)CC1)c1ccccc1 (configuration not stated),12.7,8.1,-0.4,-0.1
O=C(Cn1cnc([N+](=O)[O-])n1)Nc1ccc(Cl)cc1C(F)(F)F,1.0,6.0,-0.1,0.9
CC1=C(C(=O)N2CCCCC2)C(c2ccc(C(F)(F)F)cc2)C2=C(CCCC2=O)N1 (configuration not stated),-15.2,3.6,-0.6,-0.1
Cc1ccc2nc(C(Cl)(Cl)Cl)[nH]c(=O)c2c1,-10.9,-7.0,2.0,0.0
Cc1ncn(-c2ccc(Nc3nccc(Nc4cccc(N)c4)n3)cc2)n1,-1.0,34.7*,-0.7,-0.1

# Next section:
SMILES,MITF primary,TEAD-YAP block,GPR151 ag,FBW7 activator
Cc1nc(N2CCN(C)CC2)c2c(C)c(C(=O)Nc3cccc([N+](=O)[O-])c3)sc2n1,8.5,-7.9,-1.2,0.1
CCCc1[nH]n(-c2nc3ccccc3s2)c(=O)c1C(C)=Nc1cccc(F)c1,12.8,-1.1,-0.6,0.1
CC(CCc1ccccc1)NC(=O)NC1CC(=O)N(c2ccc(F)cc2)C1 (configuration not stated),5.6,7.5,1.4,0.2
O=C(Nc1cccc(C(F)(F)F)c1)c1cc2nc(-c3ccccc3)cc(C(F)(F)F)n2n1,-4.5,4.2,-0.6,0.1
c1ccc(Cc2nc(Nc3ccccc3)c3c4c(sc3n2)CCCC4)cc1,-7.3,-4.0,-0.7,-0.1
CC/C=C\C/C=C\C/C=C\C/C=C\C/C=C\C/C=C\CCC(=O)NCCO,4.0,.,2.0,.
Cc1sc2ncn(C(C)C(=O)O)c(=O)c2c1-c1ccc(Br)cc1 (configuration not stated),7.2,8.9,-0.9,0.0
COC(=O)C1=C(C)Nc2nc(SC)[nH]c(=O)c2C1c1ccc([N+](=O)[O-])cc1 (configuration not stated),1.2,-8.8,-0.6,-0.2
CCOC(=O)C(=O)Nc1sc(C(=O)N(CC)CC)c(C)c1C#N,9.1,0.0,-0.3,0.1
O=C1NC(c2ccc3c(c2)OCO3)Nc2ccccc21 (configuration not stated),6.0,22.6,-0.4,0.2
COc1ccc(/C=C2\SC(=Nc3ccc(C)cc3)N(c3ccc(C)cc3)C2=O)cc1OC,1.9,1.2,-0.6,0.0
O=C(NCCOc1ccccc1F)C12CC3CC(CC(C3)C1)C2,-6.5,-46.2,0.0,-0.1
O=C(Nc1ccc2oc(-c3cc(Br)ccc3Cl)nc2c1)c1ccc2ccccc2c1,10.5,2.5,-0.4,0.3
COc1ccccc1-n1c(-c2ccc(F)cc2)cn2c3c(=O)n(C)c(=O)n(C)c3nc12,-6.2,8.6,0.1,-0.1
O=C(CN1CCN(c2ncccn2)CC1)N1CCc2ccccc21,-2.4,-7.9,-1.3,0.1

# Profiles from above. Order of values: MITF primary, TEAD-YAP block, GPR151 ag, FBW7 activator
# Cc1nc(N2CCN(C)CC2)c2c(C)c(C(=O)Nc3cccc([N+](=O)[O-])c3)sc2n1 as listed: 8.5, -7.9, -1.2, 0.1
# COc1ccccc1-n1c(-c2ccc(F)cc2)cn2c3c(=O)n(C)c(=O)n(C)c3nc12 as listed: -6.2, 8.6, 0.1, -0.1
# CCCc1[nH]n(-c2nc3ccccc3s2)c(=O)c1C(C)=Nc1cccc(F)c1 as listed: 12.8, -1.1, -0.6, 0.1
# O=C1NC(c2ccc3c(c2)OCO3)Nc2ccccc21 (configuration not stated) as listed: 6.0, 22.6, -0.4, 0.2
# COC(=O)C1=C(C)Nc2nc(SC)[nH]c(=O)c2C1c1ccc([N+](=O)[O-])cc1 (configuration not stated) as listed: 1.2, -8.8, -0.6, -0.2
